PLAP activator = activates human placental alkaline phosphatase; P05187; activation fold at 20 µM; hit rate 1.2% among 96,000; purified PLAP enzyme, luminescent substrate read-out; hits give high values; in the data active = activation fold above about 2
CYP2C9 inh = inhibitors of human CYP2C9. hit rate 20% among 96,000. CYP2C9 Supersomes, luciferin-H conversion, luminescence. P11712. inhibition, % at 5 µM;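 active = blocking of liver enzyme CYP2C9 beyond about 50% at 5 µM, limit read from the data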; also: values of inactives mirror those of a sister screen read the other way
Target sequence (P11712 whole entry, looked up): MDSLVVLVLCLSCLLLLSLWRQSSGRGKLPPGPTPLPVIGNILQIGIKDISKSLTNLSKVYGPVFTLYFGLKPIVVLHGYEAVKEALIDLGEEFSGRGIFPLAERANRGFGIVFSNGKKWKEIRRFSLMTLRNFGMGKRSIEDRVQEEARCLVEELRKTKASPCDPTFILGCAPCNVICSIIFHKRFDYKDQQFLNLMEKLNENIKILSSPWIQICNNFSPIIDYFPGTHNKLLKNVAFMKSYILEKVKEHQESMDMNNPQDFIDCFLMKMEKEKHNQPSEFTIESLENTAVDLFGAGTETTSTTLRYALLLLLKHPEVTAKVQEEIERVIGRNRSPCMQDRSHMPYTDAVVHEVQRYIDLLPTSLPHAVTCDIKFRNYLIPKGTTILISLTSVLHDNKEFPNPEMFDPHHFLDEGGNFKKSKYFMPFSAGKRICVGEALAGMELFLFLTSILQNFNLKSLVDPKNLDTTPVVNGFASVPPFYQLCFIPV
EphB4 ephrin blk = blocks human EphB4 binding to ephrin-B2; P54760; EphB4 LBD / TNYL-RAW-Alexa532 peptide, fluorescence polarization; inhibition, % at 7 µM; hit rate 0.15% among 97,000; AID 720;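 active = inhibition above the screen-wide mean inhibition plus 3 SD, cut at about 15% in these data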;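 also: 0% = DMSO wells and 100% = excess unlabeled TNYL-RAW peptide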
CYP2C19 inhib = inhibitors of human CYP2C19. P33261. CYP2C19 Supersomes, luciferin-H EGE luminescence, 30 min. inhibition, % at 5 µM. hit rate 21% among 96,000. AID 778;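 active = CYP2C19 inhibition above a set limit at 5 µM in the primary screen, cut at about 50% in these data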;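 also: plate controls were negative control wells for no effect and 2.5 mM tranylcypromine positive control for full effect; values of inactives mirror those of a sister screen read the other way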
Target sequence (P33261 whole entry, looked up): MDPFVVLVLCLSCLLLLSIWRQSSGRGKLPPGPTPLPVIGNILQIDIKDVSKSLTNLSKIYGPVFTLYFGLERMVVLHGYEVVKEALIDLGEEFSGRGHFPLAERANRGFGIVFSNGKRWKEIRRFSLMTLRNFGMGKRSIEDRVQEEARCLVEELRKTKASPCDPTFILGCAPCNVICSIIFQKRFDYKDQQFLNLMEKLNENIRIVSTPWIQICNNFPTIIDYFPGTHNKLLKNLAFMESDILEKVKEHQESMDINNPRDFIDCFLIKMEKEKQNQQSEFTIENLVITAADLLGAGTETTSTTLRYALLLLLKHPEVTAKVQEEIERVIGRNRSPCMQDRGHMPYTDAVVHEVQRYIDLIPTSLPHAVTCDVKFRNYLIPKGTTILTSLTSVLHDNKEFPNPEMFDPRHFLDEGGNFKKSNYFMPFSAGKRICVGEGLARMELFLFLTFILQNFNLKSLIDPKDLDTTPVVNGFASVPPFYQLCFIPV
HIV Rev-RRE inh = HIV Rev-RRE protein-RNA interaction inhibition; hit rate 0.79% among 97,000; inhibition, % at 8 µM; P05866; Rev peptide-RRE RNA binding, FRET;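 active = inhibition above the screen-wide mean plus 3 SD, cut at about 35% in these data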;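 also: 0% = median DMSO wells and 100% = median Neomycin B control wells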
Target sequence (P05866 whole entry, looked up): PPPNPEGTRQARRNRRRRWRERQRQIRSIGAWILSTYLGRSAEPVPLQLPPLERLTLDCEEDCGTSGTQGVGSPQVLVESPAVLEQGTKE
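Assay system: labelled RRE RNA duplex and labelled Rev peptide / Medium: HEPES pH 7.5 salt buffer with EDTA / Reagent: labelled Rev peptide / Schedule: 5 + 15 min at 25 °C / Signal: FRET, excitation 480 nm, emission 540 nm donor and 671 nm acceptor / Benchmarks: DMSO and neomycin B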
PLK1 inh = blocks human PLK1 kinase activity | P53350 | recombinant PLK1 kinase, TR-FRET peptide phosphorylation | inhibition, % at 10 µM | hit rate 0.53% among 97,000;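 active = inhibition of 50% or more in the single-concentration screen; inactive = inhibition below 50%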;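 also: 0% = DMSO max control and 100% = H-89 dihydrochloride min control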
CYP2C9 act = activators of human CYP2C9; activation factor at 5 µM; recombinant CYP2C9, luciferin-H conversion, luminescence; hits give high values; factor 1 = untreated enzyme, 0 = blocked; P11712; hit rate 1.4% among 96,000; AID 1024;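 active = activation factor of 2 or more for CYP2C9 at a 5 µM dose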;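 also: 0 = sulfaphenazole-blocked wells and 1 = vehicle-only wells; values of inactives mirror those of a sister screen read the other way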
Plk1 PBD FP = blocks phosphopeptide binding to human Plk1 polo box domain. AID 693. hit rate 0.13% among 97,000. P53350. Plk1 PBD phosphopeptide binding, fluorescence polarization. inhibition, %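 (tested at about 20 µM)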; in the data active = inhibition above about 34%, passing the limit was not always enough
CYP2C19 act = activators of human cytochrome P450 2C19 | recombinant CYP2C19, luciferin-H EGE luminescence; hits give high values; 0 = fully inhibited enzyme, 1 = untreated enzyme | activation factor at 5 µM | 96,000 tested, under 10 active | P33261;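 active = activation factor of at least 2 at 5 µM in the primary screen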;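 also: 0 = wells with 2.5 mM tranylcypromine and 1 = vehicle-only wells; values of inactives mirror those of a sister screen read the other way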
Numbers without * were called inactive; . = no result given.

SMILES	PLAP activator	CYP2C9 inh	EphB4 ephrin blk	CYP2C19 inhib	HIV Rev-RRE inh	PLK1 inh	CYP2C9 act	Plk1 PBD FP	CYP2C19 act
c1ccc(-n2nnnc2SCc2cn3ccccc3n2)cc1	1.2	5	-16	40	0	8	1	-17	0.6
O=C(NCCc1nc2ccccc2[nH]1)c1ccc(F)cc1	1	51*	6	88*	4	-7	0.5	9	0.1
O=C(NCc1ccccc1F)c1cccs1	0.9	0	3	59*	3	-6	1	13	0.4
Cc1nnc(SCC(=O)Nc2ccc3c(c2)COC3=O)n1-c1ccccc1	1.5	41	-3	5	0	-4	0.6	-25	0.9
Cc1ccc(NC(=O)N2CCC(O)(c3ccc(Cl)cc3)CC2)cc1	0.9	71*	-4	96*	0	0	0.3	3	0
O=C(Cn1nnc2ccccc2c1=O)Nc1ccc2c(c1)CCC2	1	34	-15	34	3	-6	0.7	-32	0.7
COc1ccc(N2CCN(C(=O)c3ccc(N4C(=O)NC5CC4(C)Oc4ccccc45)cc3)CC2)cc1 (stereo unspecified)	1.4	26	3	44	-3	-3	0.7	-18	0.6
COc1ccc(CNC(=O)Cn2nc(Cc3cccnc3)c3ccccc3c2=O)cc1	1	76*	-5	44	3	-6	0.2	9	0.6
Cc1nn(-c2ccccc2)c(C)c1C1C(C#N)=C(N)Oc2n[nH]c(C)c21 (stereo unspecified)	.	.	-3	.	7	7	.	-5	.
CC(=O)NC1=NC(=O)CS1	1	12	-4	6	5	5	0.9	27	0.9
Cc1ccc(OCCCC(=O)N2CCOCC2)c(C)c1	1.1	4	8	92*	5	-11	1	-9	0.1
COc1cccc(-c2nc(NCCN3CCOCC3)c3ccccc3n2)c1O	1.4	56*	2	32	0	-10	0.4	-15	0.7
Cc1ccc(C)c(Cc2c(C)nc3c(C(=O)N4CCOCC4)cnn3c2C)c1	1.4	6	2	11	6	-1	0.9	1	0.9
COc1ccc(OC)c(C2C(C(=O)Nc3nc4ccccc4s3)=C(C)NC3=C2C(=O)CCC3)c1 (stereo unspecified)	1.1	74*	-1	64*	0	0	0.3	-3	0.4
CC1Cn2c(nnc2-c2ccccc2O)S1 (stereo unspecified)	1	-33	4	30	8	-20	1.3	27	0.7
CCOc1cccc2c1OC1(C)CC2NC(=O)N1c1cccc(F)c1 (stereo unspecified)	0.9	10	4	15	6	-4	0.9	14	0.8
O=C(CSc1nc(N2CCCCC2)nc(N2CCCCC2)n1)NC1CCCCC1	.	.	3	.	8	-1	.	6	.
Cc1nc(NC(=S)NC(=O)c2ccccc2)sc1C(=O)N(C)C	1.2	40	2	37	9	-11	0.6	2	0.6
COCCn1c(SCC(=O)Nc2sccc2C(N)=O)nc2cc(Cl)ccc2c1=O	1	60*	3	45	18	10	0.4	-11	0.5
CCn1c(CSc2nc3ccccc3s2)nnc1SCC(=O)c1ccc(Cl)cc1	1.3	-3	6	0	0	-2	1	3	1
COc1ccc(/C=N/n2cc(-c3ccc(OC)cc3)nc2N)cc1	1.5	12	2	7	10	-6	0.9	-11	0.9
CCc1nc2oc3ccccc3c(=O)c2c(=O)n1CCOC	0.9	-1	-8	3	9	10	1	16	1
O=S(=O)(c1ccc(N2CCOCC2)nc1)N1CCOCC1	1.1	-9	1	4	6	-12	1.1	-2	1
Cc1cc(C)c(C#N)c(SCC(=O)Nc2nnc(-c3ccccc3)s2)n1	1	18	5	10	-3	-18	0.8	-17	0.9
CCN(CC)CC(=O)N1c2ccccc2Sc2ccc(Cl)cc21	.	.	-5	.	10	-6	.	3	.
CCN(CC)c1nc(N)c2c(N)nc3c(c2c1C#N)CC(c1ccccc1)O3 (stereo unspecified)	1.1	82*	-7	56*	8	-13	0.2	11	0.4
Cc1c(NC(=O)CSc2nnc(C(C)Oc3ccc(Cl)cc3)n2-c2ccccc2)c(=O)n(-c2ccccc2)n1C (stereo unspecified)	1.2	43	-4	12	-8	0	0.6	-34	0.9
CC(=O)CS(=O)(=O)c1ccc(Oc2ccc(S(=O)(=O)CC(C)=O)cc2)cc1	.	.	4	.	6	-15	.	-9	.
O=C(NCCO)c1nc(NCCO)c2ccccc2n1	1.1	-7	-6	4	3	-11	1.1	26	1
CCOc1cc2[nH]c(=O)n(CCCCC(=O)N3CCCCCC3)c(=O)c2cc1OCC	.	.	-7	.	7	-6	.	2	.
O=C(CCC(=O)N(CC(=O)NC1CCCCC1)c1ccc2c(c1)OCO2)Nc1ccccn1	1.6	44	.	39	.	.	0.6	.	0.6
CCCC1C(=O)N(c2ccccc2)C1c1ccccc1 (stereo unspecified)	1	15	2	22	8	-7	0.9	4	0.8
CCOc1cc(/C=C2\N=C(SC)SC2=O)cc([N+](=O)[O-])c1OC(C)=O	0.9	71*	-2	-2	6	-10	0.3	21	1
O=C(O)CCCC(=O)N1CC(=O)Nc2ccccc21	1.1	5	6	4	10	-6	1	-29	1
COc1cccc2c1C(=O)CC2NC(=O)C(F)(F)F (stereo unspecified)	1.2	11	1	7	15	-7	0.9	-8	0.9
O=C1/C(=C/c2ccc(F)cc2)SC(=S)N1Nc1ncc(C(F)(F)F)cc1Cl	0.9	-40	7	-4	4	0	1.4	16	1
O=C(CSc1nc(-c2ccc(F)cc2)cc(C(F)(F)F)n1)NCc1ccco1	.	.	-7	.	12	-14	.	6	.
COC(=O)NC(=S)Nc1ccc(Oc2ccc(Cl)cc2)c(Cl)c1	1.1	4	12	-5	7	2	1	-5	1.1
COc1ccc(CCNc2ncnc3c2oc2ccccc23)cc1OC	1	39	-10	57*	9	-13	0.6	-6	0.4
O=C(CCn1c(=O)oc2ccccc21)NCCCN1CCN(c2ccc(F)cc2)CC1	1.4	22	5	0	5	-12	0.8	1	1
COc1ccccc1N1CCN(C(=O)c2c(-c3ccccc3)noc2C)CC1	1.3	28	-2	55*	5	-7	0.7	8	0.4
Cc1cc(C)c2oc(-c3ccc(C)c(NC(=S)NC(=O)/C=C/c4ccco4)c3)nc2c1	1.4	45	-6	97*	0	-3	0.5	-25	0
C=C(C)C(=O)OCCCCCCOc1ccc(C(=O)O)cc1	1.5	35	-4	27	1	-12	0.7	5	0.7
CCOC(=O)c1nc2cc3n(c(C)c-2c1C)C(C)C(C)=C3C (stereo unspecified)	1.1	-18	-3	-16	-1	-6	1.2	-6	1.2
COc1ccc(S(=O)(=O)Nc2ccccc2C(=O)NCc2ccco2)cc1	1.3	-7	2	62*	0	-13	1.1	-20	0.4

Results in Plk1 PBD FP, PLAP activator and HIV Rev-RRE inh, for 3 of the compounds above:
compound | Plk1 PBD FP | PLAP activator | HIV Rev-RRE inh
O=C(O)CCCC(=O)N1CC(=O)Nc2ccccc21 | -29 | 1.1 | 10
COc1cccc2c1C(=O)CC2NC(=O)C(F)(F)F (stereo unspecified) | -8 | 1.2 | 15
O=C1/C(=C/c2ccc(F)cc2)SC(=S)N1Nc1ncc(C(F)(F)F)cc1Cl | 16 | 0.9 | 4

Record cards, as listed above. Screens in order: PLAP activator | CYP2C9 inh | EphB4 ephrin blk | CYP2C19 inhib | HIV Rev-RRE inh | PLK1 inh | CYP2C9 act | Plk1 PBD FP | CYP2C19 act
Results for CCCC1C(=O)N(c2ccccc2)C1c1ccccc1 (stereo unspecified) : 1 | 15 | 2 | 22 | 8 | -7 | 0.9 | 4 | 0.8
Results for CCOc1cc(/C=C2\N=C(SC)SC2=O)cc([N+](=O)[O-])c1OC(C)=O : 0.9 | 71* | -2 | -2 | 6 | -10 | 0.3 | 21 | 1
Results for COc1ccccc1N1CCN(C(=O)c2c(-c3ccccc3)noc2C)CC1 : 1.3 | 28 | -2 | 55* | 5 | -7 | 0.7 | 8 | 0.4

Other compounds:
SMILES	PLAP activator	CYP2C9 inh	EphB4 ephrin blk	CYP2C19 inhib	HIV Rev-RRE inh	PLK1 inh	CYP2C9 act	Plk1 PBD FP	CYP2C19 act
O=C(Nc1cnc2sccn2c1=O)c1ccccc1Cl	1	-2	-4	18	-1	-9	1	2	0.8
COC(=O)c1c[nH]n2c(=O)cc(CCl)nc12	1.4	24	9	-8	7	-12	0.8	-9	1.1
CCn1cc(Br)c(C(=O)NN)n1	1	-23	4	8	9	-2	1.2	-9	0.9
COc1cccc(NC(=O)CCN2CCN(c3ccccc3F)CC2)c1	0.8	33	4	38	0	2	0.7	8	0.6
Cc1ccc(NC(=O)CCC(=O)OC(C(=O)c2ccc(C)c(C)c2)c2ccccc2)c(C)c1 (stereo unspecified)	0.9	14	-2	24	4	-11	0.9	-2	0.8
CCOC(=O)C(/C=C(\C#N)C(=O)OCC)=C(/N)N1CCN(c2ccccc2)CC1	1.6	33	-4	26	2	-7	0.7	7	0.7
N#Cc1c(N)nc2c(c1N)CC(=O)N2c1ccccc1-c1ccccc1	0.9	87*	-2	96*	3	-3	0.1	-9	0
Cn1ncc(Cl)c1C(=O)Nc1ccncc1	.	.	-2	.	5	10	.	4	.
CC(=O)Nc1ccc(C(=O)CSc2nnc(Cc3ccccc3)o2)cc1	1.3	33	6	17	5	-1	0.7	20	0.8
COc1ccc(-n2c(C)nc3c(cnn3-c3ccccc3)c2=O)cc1	1.1	-6	.	15	.	.	1.1	.	0.9
O=C(NCc1cccs1)c1cccc(N2CCCC2=O)c1	1.1	54*	3	57*	10	-7	0.5	16	0.4
O=C(c1ccco1)N1CCN(C(=O)C2CCN(S(=O)(=O)Cc3ccccc3)CC2)CC1	1.5	13	-2	14	8	13	0.9	21	0.9
CCn1c(C)c(C(C)=O)c(NCc2ccccc2)nc1=S	1.2	-8	-2	-6	-4	-14	1.1	2	1.1
COC(=O)c1[nH]c2ccc(Cl)cc2c1NC(=O)CN1CCC(C(N)=O)CC1	1.1	9	4	12	6	72*	0.9	2	0.9
O=S1(=O)N=C(Oc2ccccc2)c2ccccc21	1	2	10	2	11	-3	1	-10	1
O=C(COc1ccc(Br)cc1CO)Nc1ccccc1F	0.9	67*	-8	95*	0	-2	0.3	-5	0
O=c1[nH]c2ccccc2c(=O)n1Cc1ccccc1	0.9	-4	-6	37	-1	2	1	31	0.6
C=CCn1c(CNC(=O)c2ccccc2C)nnc1SCC(=O)NC1CCCC1	0.8	13	-24	6	3	-11	0.9	-1	0.9
O=C(Nc1cccnc1)c1scc2c1OCCO2	1	7	4	1	4	-4	0.9	-7	1
C(=N\n1cnnc1)/c1ccc(N2CCOCC2)cc1	0.9	65*	-5	88*	-2	-4	0.3	-19	0.1
COc1ccc(OC)c(N=Cc2c(O)[nH]c3ccccc23)c1	0.9	15	-3	8	-7	-5	0.8	2	0.9
CCCSC1=N/C(=C\c2ccsc2)C(=O)S1	1	2	-2	-1	5	-4	1	-4	1
O=S(=O)(NN=C1CCCCCCC1)c1ccc(Br)cc1	.	.	6	.	0	-12	.	-5	.
CCN(CCCNC(=O)C1CCCN(S(=O)(=O)CC)C1)c1cccc(C)c1 (stereo unspecified)	1.2	-23	-2	2	4	-6	1.2	2	1
Cc1onc(-c2ccccc2Cl)c1C(=O)Nc1cccc(-c2nc3ncccn3c2C)c1	1.4	52*	1	55*	7	-7	0.5	-27	0.5
COc1ccccc1N1CCN(C(=O)C(OC(C)=O)c2ccccc2)CC1 (stereo unspecified)	1.3	25	6	-3	7	-1	0.7	2	1
CCOc1ccc(N2CC(O)Cn3c2nc2c3c(=O)n(CCCc3ccccc3)c(=O)n2C)cc1 (stereo unspecified)	1.1	7	-7	-2	-3	-4	0.9	11	1
CC1CCCCC1NC(=O)CSc1nnc(COc2ccccc2Cl)o1 (stereo unspecified)	1.1	-10	1	21	9	-5	1.1	46	0.8
Cc1ccc(OCc2nnc(NC(=O)c3ccco3)s2)c(C)c1	1.2	20	6	-11	0	-9	0.8	-27	1.1
CCC(C(=O)NC(C)CCc1ccccc1)n1nc(C)n2c(cc3occc32)c1=O (stereo unspecified)	1.6	87*	.	71*	.	.	0.1	.	0.3

From PubChem BioAssay
